# Source: PubChem
# AID1053144 – TCF/LEF reporter activation in neural progenitors – cell-based, iPS-derived NPC, luciferase, Wnt3a, cherry-pick, dose response (AID 1053144); hit rate 4.8% among 3,400; AC30 in µM for hits, for the others activation, % at the top dose, mostly 26 µM; NPC TCF/LEF luciferase reporter, Wnt3a EC25, 24 h;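 active means fitted curve reaches 30% activation at a concentration no higher than the top valid tested dose, luminescence rising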;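 further: wnt3a stimulus is conditioned medium from Wnt3a-transfected mouse L cells at 5% in well; 0% = neutral control wells and 100% = CHIR-99021 positive control wells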
# An asterisk follows results filed as active.
SMILES,AID1053144
Fc1cccc(F)c1-c1nc(-c2ccc(Cl)cc2)no1,12.6%
CC1CCN(C(CC(=O)c2ccccc2)C(=O)c2ccccc2)CC1 (configuration not stated),10.9%
Cc1ccc2c(c1N)C(=O)c1ccccc1C2=O,18.7%
COc1ccc(CCN(C)Cc2ccc(F)cc2F)cc1OC,-0.4%
O=C1c2ccccc2-c2cc3ccccc3cc21,14.4%

# As entered above.
# In AID1053144, COc1ccc(CCN(C)Cc2ccc(F)cc2F)cc1OC has -0.4%
# In AID1053144, Cc1ccc2c(c1N)C(=O)c1ccccc1C2=O has 18.7%

# Fetched by structure from the list above:
SMILES,AID1053144
CC1CCN(C(CC(=O)c2ccccc2)C(=O)c2ccccc2)CC1 (configuration not stated),10.9%
COc1ccc(CCN(C)Cc2ccc(F)cc2F)cc1OC,-0.4%

# This is a subset; count on the stated rates, not on these rows.
